ARNT-TACC3 inh = disruptors of ARNT/TACC3 protein interaction, primary screen, biochemical, AlphaScreen, single concentration | Transforming acidic coiled-coil-containing protein 3 (Homo sapiens), Q9Y6A5 | AlphaScreen His-ARNT PAS-B/GST-TACC3 binding, luminescence; TACC3 fragment carries E629A point mutation | inhibition, % at 9.99 µM | 390,000 compounds, 0.66% hits | AID 623870, 2012;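 active means mean inhibition of replicates at least 50% and at least half of replicates each reaching 50%; inconclusive means half or more replicates reach 50% but mean below 50%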;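 further: 0% = complete ARNT plus TACC3 wells and 100% = ARNT alone without TACC3; many hits fall short of the cut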
ERp5 block = inhibitors of ERp5-driven insulin aggregation, primary screen, biochemical, turbidity, absorbance 650 nm, single point; 350,000 compounds, 0.05% hits; 90 min; inhibition, % at 9.99 µM;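 active means mean replicate inhibition above about 25%, with every replicate also reaching it, limit read from the data, passing the limit was not always enough; inconclusive means only one of those two criteria met; inactive means neither criterion met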
RAD52 inh = RAD52 DNA annealing inhibitors, primary screen, biochemical, FRET, single point, set 2 | DNA repair protein RAD52 homolog (Homo sapiens), P43351 | recombinant RAD52 DNA annealing, FRET fluorescence | inhibition, % at 18.7 µM | 360,000 compounds, 0.46% hits;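 active means every replicate showing at least 50% inhibition; inconclusive means mean inhibition at least 50% but not in every replicate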
RAD54 inh = inhibitors of human RAD54 branch migration, primary screen, biochemical, fluorescence, single point | DNA repair and recombination protein RAD54-like (Homo sapiens), Q92698 | RAD54 Holliday junction branch migration, FAM/BHQ fluorescence | inhibition, % at 10.4 µM | 360,000 compounds, 0.14% hits | AID 602329, 2012;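 active means mean normalized replicate activity at least 40 and at least half of replicates scoring 40 or more; inconclusive means only one of the two criteria met; inactive means mean below 40 and under half of replicates reaching 40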;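 further: 0% = median of neutral control wells and 100% = median of positive control wells; inhibitors cause a drop in the FAM fluorescence signal; in these data hits start at about 50%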
Target sequence (Q92698 whole entry, looked up): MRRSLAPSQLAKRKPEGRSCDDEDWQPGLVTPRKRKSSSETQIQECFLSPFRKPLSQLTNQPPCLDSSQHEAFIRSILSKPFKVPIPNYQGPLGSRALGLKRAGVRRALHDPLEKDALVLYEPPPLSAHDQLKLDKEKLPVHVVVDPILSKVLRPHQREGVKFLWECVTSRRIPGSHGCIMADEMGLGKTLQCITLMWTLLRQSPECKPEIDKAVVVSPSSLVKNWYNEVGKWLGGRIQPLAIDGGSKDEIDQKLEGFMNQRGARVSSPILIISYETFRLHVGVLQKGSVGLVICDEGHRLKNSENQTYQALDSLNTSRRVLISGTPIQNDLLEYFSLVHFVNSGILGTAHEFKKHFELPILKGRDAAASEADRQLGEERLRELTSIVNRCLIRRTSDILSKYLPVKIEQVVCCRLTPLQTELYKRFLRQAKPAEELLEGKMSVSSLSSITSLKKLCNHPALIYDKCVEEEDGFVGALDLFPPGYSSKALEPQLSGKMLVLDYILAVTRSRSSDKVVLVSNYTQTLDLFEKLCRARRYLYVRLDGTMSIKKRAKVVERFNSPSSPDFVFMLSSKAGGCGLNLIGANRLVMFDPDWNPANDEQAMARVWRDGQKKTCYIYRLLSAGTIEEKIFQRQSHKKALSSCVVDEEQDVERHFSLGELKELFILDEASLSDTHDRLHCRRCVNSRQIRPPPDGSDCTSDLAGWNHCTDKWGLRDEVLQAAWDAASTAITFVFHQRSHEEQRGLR
PglD DTNB = C. jejuni PglD acetyltransferase inhibitors, primary screen, biochemical, DTNB colorimetric, single point; purified PglD enzyme, DTNB colorimetric CoA detection; UDP-N-acetylbacillosamine N-acetyltransferase PglD (Campylobacter jejuni); inhibition, % at 12.5 µM; 360,000 compounds, 0.098% hits; in the data active means inhibition above about 16%, passing the limit was not always enough; inconclusive means no clear call, values can overlap the other calls; further: strong numbers were not always called active
esBAF inh = Bmi1 luciferase reporter increase in mESCs, primary screen, esBAF inhibitor project, mouse ES cells, Bmi1 luciferase knock-in, single point; 24 h; 100% = twice the neutral-well signal; reporter increase, % at 12.5 µM; 350,000 compounds, 2% hits; AID 602393, 2012; in the data active means activation above about 40%; inconclusive means no clear call, values can overlap the other calls;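 further: 0% = median of the plate's neutral control wells and 100% = double that signal; a rise in the Bmi1 reporter signal indicates esBAF inhibition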
E-selectin induc = E-selectin induction in HUVECs, primary screen, imaging, HUVEC, immunofluorescence imaging, single point; normalized: neutral wells 0, TNF-alpha wells 100; activation, % at 7.58 µM; P16581; 260,000 compounds, 0.37% hits;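 active means mean E-selectin-positive cell signal at least 10% of the positive control, reached in at least 60% of replicates, without over 20% cell loss; inconclusive means no rule given, readout overlaps actives, possibly toxicity-flagged; inactive means the rest, including those meeting only one limit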;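 further: in these data hits start at about 27%; measured in HUVEC primary endothelial cells; signal is the percent of cells scored E-selectin positive by PE staining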
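System: HUVEC, human umbilical vein endothelial cells; quantity: 3,000 cells/well; buffer or medium: EGM-2 medium, gelatin-coated wells; dosing: single-point compound dose; detection: immunofluorescence imaging; evaluation: % PE-positive cells; benchmarks: TNF-alpha, DMSO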
Casp6 inh = human caspase-6 inhibitors, primary screen, biochemical, VEID-R110 fluorescence, single point, set 2; 350,000 compounds, 0.53% hits; inhibition, % at 12.5 µM; purified caspase-6, Z-VEID-R110 cleavage fluorescence; AID 686996, 2013;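 active means mean inhibition across replicates at least about 35%, with every replicate also reaching that limit, limit read from the data; inconclusive means only one of the two criteria met; inactive means neither criterion met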;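 further: 0% = median of neutral control wells and 100% = no fluorescence left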
Target sequence (P55212 24-179 limits assumed): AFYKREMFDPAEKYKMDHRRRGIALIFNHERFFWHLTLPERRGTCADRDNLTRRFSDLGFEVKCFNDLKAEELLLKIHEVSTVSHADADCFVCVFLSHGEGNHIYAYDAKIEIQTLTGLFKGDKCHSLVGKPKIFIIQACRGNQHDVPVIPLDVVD
Target sequence (P55212 194-293 limits assumed): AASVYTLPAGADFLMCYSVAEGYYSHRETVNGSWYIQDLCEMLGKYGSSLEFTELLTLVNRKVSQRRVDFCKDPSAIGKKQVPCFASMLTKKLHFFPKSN
Active calls of the source: *; ? = inconclusive; . = no result given.

item	SMILES	ERp5 block	PglD DTNB	RAD54 inh	ARNT-TACC3 inh	RAD52 inh	Casp6 inh	E-selectin induc	esBAF inh
1	O=C(NCC1CCCO1)c1cccc(S(=O)(=O)Nc2ccccc2Cl)c1 (centres undefined)	-2	1	-8	.	-5	-2	3.8	6
2	Cc1ccc(C(=O)NC(=S)N2CC(C)OC(C)C2)cc1[N+](=O)[O-] (centres undefined)	9	-4	15	-4	-16	0	.	-7
3	CC(NC(=O)C1CC12CCC2)c1ccccc1 (centres undefined)	-4	.	.	.	2	0	1.8	.
4	Cc1ccc(S(=O)(=O)c2c(C)nn(C(C)(C)C)c2OC(=O)c2cccs2)cc1	.	0	-2	0	.	.	.	3
5	C[C@@H]1CN([C@@H](C)CO)C(=O)c2cc(NC(=O)Cc3ccccc3)ccc2O[C@H]1CN(C)Cc1ccc(C(=O)Nc2ccccc2N)cc1	5	0	2	2	0	1	-2.1	-5
6	COC(=O)c1cc(N=Nc2c(C)[nH]c3ccccc23)cc(C(=O)OC)c1	-2	3	-9	-5	-16	4	4.8	.
7	COc1cccc(C=NNC(=O)C(C)SC(C)C(=O)NN=Cc2cccc(OC)c2)c1 (centres undefined)	-5	-4	1	-6	-8	0	-0.2	.
8	COc1ccc(C(=O)N(C)C2CCCN(Cc3ccccc3F)C2)cc1C (centres undefined)	-3	-6	-12	4	-19	-2	.	-5
9	NC(=O)CSc1nc2ccccc2c(=O)n1-c1ccccc1	4	7	0	33	-25	-1	2.7	-3
10	O=C(C[C@H]1CC[C@@H]2[C@H](COC[C@@H](O)CN2S(=O)(=O)c2ccccc2Cl)O1)NCc1ccccc1Cl	5	2	-11	-2	-7	0	0.0	4
11	CCN1C(=O)S/C(=C\c2ccc(N3CCOCC3)cc2C)C1=O	.	2	-8	20	.	.	.	55*
12	O=[N+]([O-])c1cc(-c2ccn[nH]2)ccc1Cl	0	.	.	-2	1	-2	-0.5	.
13	CC(C)C#Cc1ccc2c(c1)O[C@@H](CN(C)C(=O)c1cccnc1)[C@H](C)CN([C@H](C)CO)S2(=O)=O	2	-2	-14	-6	-4	-1	0.5	6
14	CC=Cc1ccc2n(c1=O)C[C@@H]1[C@@H](CO)[C@H](C(=O)N3CCCCC3)N(Cc3ccccn3)[C@H]21 (mixture of isomers)	-2	-1	-8	7	-74	2	0.1	8
15	CC=Cc1ccc2n(c1=O)C[C@@H]1[C@@H](CO)[C@H](C(=O)Nc3ccc(-c4ccccc4)cc3)N(C(=O)CC)[C@H]21 (mixture of isomers)	1	6	-11	5	-26	-2	-0.1	2
16	C/C(CC(=O)Nc1ccc(C)c(Cl)c1)=N\NC(=O)Cc1cccs1	2	-2	.	0	-9	-6	.	-3
17	Cc1ccc(NC(=O)CCCOc2ccccc2)cc1S(=O)(=O)N1CCOCC1	8	-5	5	2	-7	-4	2.2	-6
18	CC(C)(C)CNC(=O)c1cccc2c1C(=O)c1ccc(-c3cc4ccccc4o3)cc1S2(=O)=O	-5	6	1	-6	-25	-1	-0.6	10
19	Cc1ccc(NCc2cccnc2)cc1	.	-1	-17	-1	.	.	.	3
20	Cc1ccc(C(=O)NC(=S)Nc2cc(C(F)(F)F)ccc2Cl)cc1	.	0	-2	-6	.	.	.	5
21	N#C[C@@H]1[C@H](c2ccccc2-c2cccc(F)c2)[C@H](CO)N1C(=O)C1CCOCC1	5	.	.	.	-2	-2	-0.1	.
22	Cc1ccc(S(=O)(=O)N2CCCN(S(=O)(=O)c3ccc(C)c(C)c3)CC2)cc1C	.	7	3	4	.	.	.	5
23	Cc1ccc(OC(=O)c2ccc([N+](=O)[O-])cc2Cl)cn1	3	2	-2	-7	-25	-2	.	3
24	O=C(C[C@H]1C=C[C@H](NC(=O)Nc2cc(F)ccc2F)[C@@H](CO)O1)Nc1ccccc1	-4	0	-4	-5	-7	0	0.3	-3
25	COc1cccc(C2=NOC(C(=O)NCc3ccccn3)C2)c1 (centres undefined)	.	-5	2	2	.	.	.	-1
26	CCC(C)N(C(=O)COC(=O)CNC(=O)c1ccccc1F)C1CCS(=O)(=O)C1 (centres undefined)	2	.	.	-13	-4	0	-0.1	.
27	COC(=O)CN1C(=O)N/C(=C/c2cc(OC)c(OC)cc2C)C1=O	5	.	.	-4	-4	0	4.0	.
28	CC(=O)c1ccc(OCC(=O)Nc2cccc(S(=O)(=O)N3CCCC3)c2)cc1	2	5	-7	-5	-22	2	-2.2	1
29	CCC(=O)N[C@H]1C=C[C@H](CC(=O)OC)O[C@H]1CO	-5	13	7	-11	-6	-1	0.2	-1
30	COc1cc2c(cc1CNC[C@H]1O[C@@H](n3ccc(N)nc3=O)[C@H](O)[C@@H]1O)OCO2	3	1	-1	.	5	1	-0.2	8
31	COc1ccc(C(=O)N(C)CCCC2CCCC2)cc1OC1CCN(C(C)C)CC1	1	-2	10	-4	-14	1	0.3	.
32	C/C=C/c1cnc2c(c1)C(=O)N([C@@H](C)CO)C[C@@H](C)[C@@H](CN(C)C(=O)C1CCOCC1)O2	-5	13	17	-1	8	0	0.8	0
33	CC(=O)Oc1ccc(/C=C2/SC(=S)N(Cc3ccccc3)C2=O)cc1	-2	1	-8	.	-49	-3	.	5
34	COCCCNC(=O)CN(Cc1ccc(Cl)cc1)S(C)(=O)=O	1	-2	16	1	-11	-3	.	-4
35	COc1ccc(OC)c(S(=O)(=O)Nc2cc(OC)c(Cl)cc2OC)c1	.	1	2	-17	.	.	.	-4
36	CCOc1ccc(-n2c(Cc3cc(=O)[nH]c(=O)[nH]3)nnc2SCC(=O)Nc2nnc(C)s2)cc1	-8	.	.	0	-18	-1	.	.
37	C[C@@H]1CN([C@H](C)CO)C(=O)c2cc(/C=C/c3ccccc3)cnc2O[C@H]1CN(C)C(=O)Cc1ccccn1	2	-7	-12	-4	1	2	.	-3
38	COC(=O)c1cccc(N(C(=O)CNC(=O)c2ccco2)C(C(=O)NC2CCCC2)c2ccco2)c1 (centres undefined)	.	-4	-17	-27	.	.	.	1
39	COc1ccccc1NC(=O)CC(NCc1ccccc1)C(=O)O (centres undefined)	-3	4	0	-11	-15	-1	.	.
40	C[C@@H]1CN([C@@H](C)CO)C(=O)Cc2cc(NC(=O)C3CCCCC3)ccc2O[C@@H]1CN(C)S(C)(=O)=O	5	0	6	-7	7	-2	-14	-2
41	CCCC#Cc1ccc2c(c1)O[C@H](CN(C)C(=O)NC(C)C)[C@@H](C)CN([C@@H](C)CO)S2(=O)=O	-5	-2	-6	15	-2	2	0.2	4
42	O=C1Cc2cc(S(=O)(=O)Nc3ccc(N4CCOCC4)cc3)ccc2N1	-1	-5	-6	9	-25	19	-0.3	-2
43	N#CCNC(=O)c1nn2c(C(F)(F)F)cc(-c3ccccc3)nc2c1Br	0	3	-7	-28	-9	2	7.0	-3
44	CCCNC(=O)N(C)C[C@H]1Oc2cc(C#Cc3cccc(F)c3)ccc2S(=O)(=O)N([C@@H](C)CO)C[C@H]1C	1	3	7	0	11	-2	0.6	-5
45	Cc1nn(Cc2ccc(Cl)cc2)c(C)c1NC(=O)C(c1ccccc1)c1ccccc1	5	-2	-2	-4	-2	-1	.	.
46	CO[C@@H]1CN(C)C(=O)c2ccc(NC(=O)c3ccc(F)cc3)cc2OC[C@@H](C)N(C(=O)c2ccc(F)cc2)C[C@@H]1C	2	0	4	-7	2	2	-0.4	12
47	O=C(C/C=N\OCc1ccc([N+](=O)[O-])cc1)Nc1ccccc1	-1	5	4	-3	8	0	0.1	-7
48	COc1ccc(CNC(=O)C2CCN(S(=O)(=O)c3ccc4c(c3)NC(=O)C(C)S4)CC2)cc1 (centres undefined)	-3	-3	-1	2	-176	1	0.1	11
49	CCOC(=O)CNc1cccc(C(F)(F)F)c1	-11	.	.	-1	-7	0	0.0	.
50	COc1ccccc1-c1cc(N)n[nH]1	3	2	7	.	-6	1	.	-9
51	COc1ccc(/C=N/c2oc(-c3ccccc3)cc2C#N)cc1OC	.	-2	-7	5	.	.	.	-1
52	O=C(N/C(=C/c1ccc(Br)cc1)C(=O)N1CCOCC1)c1ccc(Br)o1	2	0	2	-6	0	-1	.	-1
53	CSc1ccccc1NC(=O)C1=CC(c2ccc(C)cc2)=NS(=O)(=O)N1C	-5	2	-3	10	-13	0	.	7
54	Cc1nc(/N=C(\N)NC(=O)N2c3ccccc3Sc3ccccc32)nc2ccccc12	.	-2	3	-1	.	.	10	.
55	C[C@H]1CN([C@@H](C)CO)C(=O)c2cc(NC(=O)Nc3ccc(F)cc3)ccc2O[C@@H]1CN(C)Cc1ccccc1	1	9	9	0	9	0	0.4	-5
56	COc1ccc(S(=O)(=O)Nc2cccc3c2O[C@@H](CN(C)C(=O)Nc2ccccc2)[C@H](C)CN([C@@H](C)CO)C3=O)cc1	4	-2	1	3	-8	-3	0.2	-2
57	O=C(Nc1ccc(Cl)cc1)Nc1ccccn1	1	-7	2	2	-14	1	.	?
58	C[C@@H]1CN([C@@H](C)CO)C(=O)c2cc(NS(=O)(=O)c3cn(C)cn3)ccc2O[C@H]1CN(C)C(=O)Nc1ccc(C(F)(F)F)cc1	2	2	-1	-9	1	-3	5.3	-7
59	Cc1ccccc1NC(=S)NCc1ccc(F)cc1	2	-5	-4	-1	4	-2	.	-2
60	Cc1ccc(NC2c3ncccc3C(=O)N2Cc2cccs2)cc1C (centres undefined)	2	-8	-9	-13	-4	22	-5.7	.

Along the list, as entered above.
RAD54 inh for entries 48 to 53: -1, ., 7, -7, 2, -3
RAD52 inh for entries 48 to 53: -176, -7, -6, ., 0, -13

Further results follow.
item	SMILES	ERp5 block	PglD DTNB	RAD54 inh	ARNT-TACC3 inh	RAD52 inh	Casp6 inh	E-selectin induc	esBAF inh
61	O=C1NC[C@H](CCCCN2CCN(CCC3CCCCC3)C(=O)C2=O)N(CC2CCCCC2)C1=O	0	.	.	.	-10	3	-0.2	.
62	COc1ccccc1OCC(=O)NCC(C)NC(=O)COc1ccccc1OC (centres undefined)	1	-1	-5	1	-4	0	-0.9	3
63	COc1cccc(NC(=O)N2CC(=O)N3[C@@H](CO)[C@@H](c4ccc(C#CC5CCCCC5)cc4)[C@@H]3C2)c1	1	.	.	.	-18	1	-0.5	.
64	COc1ccc(-n2nnnc2SCC(=O)N2CCCc3ccccc32)cc1OC	.	3	-4	7	.	.	.	-4
65	COc1cc(SC)ccc1C(=O)Nc1ccon1	.	1	-4	10	.	.	.	51*
66	COc1ccc(S(=O)(=O)N2CCCCCC2)cc1NC(=O)CN(C)Cc1ccc2c(c1)OCO2	-1	0	2	21	-20	-3	0.0	-18
67	COCCN(C/C=C/c1ccccc1)C/C=C/c1ccccc1	-1	3	-5	6	-5	17	2.7	-2
68	COc1ccccc1C(=O)Nc1ncc2c(n1)CC(c1ccco1)CC2=O (centres undefined)	-8	-5	0	2	-21	0	.	13
